# Source: PubChem BioAssay (several laboratories)
# bovine MsrA act = activators of bovine methionine sulfoxide reductase A. purified bovine MsrA, absorbance read-out. 0.3% of 360,000 active. activation, % at 10.6 µM. AID 602163; in the data active = activation above about 7.5%;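 note: 0% = vehicle and 100% = reference activator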
# CendR NRP1 mod = alters CendR peptide binding to human NRP-1 | FAM-RPARPAR peptide binding to NRP-1, fluorescence polarization | inhibition, % at 25 µM | 0.85% of 360,000 active | AID 602438;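 active = inhibition or corrected inhibition above about 18%, plus a signal ratio from 0.5 to 1.5, limit read from the data, passing the limit was not always enough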; note: strong numbers were not always called active
# SKN-1 inh = C. elegans SKN-1 inhibition; C. elegans VP596 Pgst-4::GFP/RFP ratio, acrylamide-induced, 24 h; inhibition, % at 21.8 µM; 0.49% of 360,000 active;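 active = interference check ratio from 0.5 to 1.5 plus GFP to RFP signal ratio inhibition reaching or exceeding a fixed threshold, cut at about 30% in these data, passing the limit was not always enough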; note: some compounds called inactive have numbers as strong as hits
# eLon inh = inhibits E. coli Lon protease; purified E. coli Lon protease, fluorescence polarization; inhibition, % at 7.94 µM; 0.42% of 360,000 active; in the data active = inhibition above about 13%, passing the limit was not always enough;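 note: 0% = enzyme with probe and DMSO and 100% = no enzyme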
# Rin1 Abl inh = human Rin1-Abl interaction inhibition | P00519+Q13671 | TR-FRET Rin1/Abl binding, biochemical | inhibition, % at 7.35 µM | 0.4% of 360,000 active; in the data active = inhibition above about 5%, passing the limit was not always enough
# Target sequence (P00519 whole entry, looked up): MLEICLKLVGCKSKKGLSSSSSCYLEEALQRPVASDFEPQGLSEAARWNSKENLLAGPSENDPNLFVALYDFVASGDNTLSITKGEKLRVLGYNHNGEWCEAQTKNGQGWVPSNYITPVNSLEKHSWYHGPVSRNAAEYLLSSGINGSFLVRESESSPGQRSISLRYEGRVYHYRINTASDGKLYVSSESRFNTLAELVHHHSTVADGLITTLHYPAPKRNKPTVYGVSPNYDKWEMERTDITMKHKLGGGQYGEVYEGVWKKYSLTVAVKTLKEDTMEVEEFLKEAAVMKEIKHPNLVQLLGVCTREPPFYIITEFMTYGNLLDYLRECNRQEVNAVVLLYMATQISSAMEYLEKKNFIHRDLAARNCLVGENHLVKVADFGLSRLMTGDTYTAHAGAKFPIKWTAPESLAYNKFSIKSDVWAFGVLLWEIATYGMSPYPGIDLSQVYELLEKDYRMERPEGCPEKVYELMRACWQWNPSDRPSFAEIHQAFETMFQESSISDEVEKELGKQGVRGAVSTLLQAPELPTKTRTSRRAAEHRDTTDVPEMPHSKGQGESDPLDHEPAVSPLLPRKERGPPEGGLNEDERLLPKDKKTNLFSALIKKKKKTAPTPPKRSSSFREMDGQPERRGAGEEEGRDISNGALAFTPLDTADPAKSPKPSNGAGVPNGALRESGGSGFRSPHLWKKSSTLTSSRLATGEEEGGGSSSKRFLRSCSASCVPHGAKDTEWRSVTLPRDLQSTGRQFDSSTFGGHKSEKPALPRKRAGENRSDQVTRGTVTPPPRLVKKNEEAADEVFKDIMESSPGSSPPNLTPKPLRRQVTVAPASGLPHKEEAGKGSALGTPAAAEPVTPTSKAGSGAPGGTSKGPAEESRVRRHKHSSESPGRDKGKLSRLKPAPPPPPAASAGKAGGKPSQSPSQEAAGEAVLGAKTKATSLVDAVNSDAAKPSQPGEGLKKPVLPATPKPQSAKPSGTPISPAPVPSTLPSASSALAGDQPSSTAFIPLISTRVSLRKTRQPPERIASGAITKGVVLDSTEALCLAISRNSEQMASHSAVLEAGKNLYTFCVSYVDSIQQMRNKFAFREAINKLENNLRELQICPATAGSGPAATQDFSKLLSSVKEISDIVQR
# Target sequence (Q13671 whole entry, looked up): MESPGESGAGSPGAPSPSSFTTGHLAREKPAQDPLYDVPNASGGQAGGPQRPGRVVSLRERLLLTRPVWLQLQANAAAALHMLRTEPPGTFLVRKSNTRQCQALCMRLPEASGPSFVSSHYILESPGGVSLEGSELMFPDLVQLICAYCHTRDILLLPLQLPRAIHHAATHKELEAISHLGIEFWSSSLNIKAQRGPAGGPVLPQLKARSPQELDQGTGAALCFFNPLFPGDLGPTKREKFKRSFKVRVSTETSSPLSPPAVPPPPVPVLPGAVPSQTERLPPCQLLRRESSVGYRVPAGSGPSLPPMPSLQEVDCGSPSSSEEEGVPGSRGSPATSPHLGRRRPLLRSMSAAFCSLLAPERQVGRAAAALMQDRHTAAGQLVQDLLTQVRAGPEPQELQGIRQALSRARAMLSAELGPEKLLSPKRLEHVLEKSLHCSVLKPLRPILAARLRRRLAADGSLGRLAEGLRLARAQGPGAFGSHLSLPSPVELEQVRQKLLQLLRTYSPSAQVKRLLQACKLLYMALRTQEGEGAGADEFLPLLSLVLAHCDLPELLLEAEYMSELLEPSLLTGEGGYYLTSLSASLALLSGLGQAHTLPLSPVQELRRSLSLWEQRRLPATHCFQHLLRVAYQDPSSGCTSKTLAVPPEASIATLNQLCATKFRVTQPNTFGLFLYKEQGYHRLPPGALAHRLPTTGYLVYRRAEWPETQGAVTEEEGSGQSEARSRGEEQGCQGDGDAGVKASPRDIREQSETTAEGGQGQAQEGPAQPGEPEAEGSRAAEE
# MT1-MMP act inh = blocks activation of human MT1-MMP; AID 651647; P50281; HT1080 RFP-PRO-GFP cells, GFP/RFP ratio fluorescence, overnight; percent of plate control window, DMSO zero; 0.061% of 360,000 active; GFP/RFP ratio change, % at 20 µM;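 active = GFP/RFP ratio change of at least 30% with cell ATP level not reduced by more than half and red fluorescence within 50% of control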; note: strong numbers were not always called active
#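 Assay system – RFP-PRO-GFP reporter HT1080 cells · Compound dosing – single dose of 20 µM compound, 1% DMSO final · Incubation – overnight compound exposure at 37 °C · Measure – GFP/RFP fluorescence ratio · Benchmarks – DMSO wells and RFP-L50D-GFP cells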
# MsrA inh = inhibits bovine methionine sulfoxide reductase A; purified bovine MsrA, absorbance read-out; inhibition, % at 15.5 µM; 0.75% of 360,000 active; in the data active = inhibition above about 4.5%;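 note: 0% = vehicle wells with enzyme and 100% = reference inhibitor wells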
# FAS-TE inh = FAS thioesterase (human) inhibition | P49327 | recombinant FAS-TE, OMFH fluorogenic substrate, fluorescence endpoint | inhibition, % at 15 µM | 0.67% of 360,000 active;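 active = compounds whose normalised, plate-corrected inhibition of enzyme fluorescence in the single-dose primary screen is 50% or more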;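 note: 0% = DMSO with enzyme and 100% = substrate without enzyme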
# Neddylation inh = blocks human cullin neddylation. TR-FRET cullin neddylation, biochemical. calls only at 25 µM. 0.58% of 360,000 active; in the data active = inhibition above about 36%
# The depositor's hits bear a star; i = inactive; x = no result given; + = active, no number.
SMILES,bovine MsrA act,CendR NRP1 mod,SKN-1 inh,eLon inh,Rin1 Abl inh,MT1-MMP act inh,MsrA inh,FAS-TE inh,Neddylation inh
O=C(CCCOc1ccccc1)NNC(=O)c1ccc(Cl)cc1,-14,5,-2,7,0,7,0.8,-6,i
Cc1cc(C)n2nc(SC(C)C(=O)N3CCOCC3)nc2n1 (centres undefined),0,3,7,-1,2,7,-0.4,-11,i
CC(=O)Oc1ccc(C2OC(=O)c3ccccc3N2C(C)=O)cc1 (centres undefined),-3,0,1,-3,1,2,0.8,-5,i
CC(C)(C)c1cc(C(=O)NCCCn2ccnc2)cc(C(C)(C)C)c1,0,5,-6,3,2,1,-0.1,-20,i
COc1cccc(C(=O)OCC(=O)NC(C)CCc2ccccc2)c1O (centres undefined),0,3,7,-2,-3,-1,0.8,1,i
CCOCCCNC(=O)c1cc(-c2cccnc2)nc2ccc(S(=O)(=O)N3CCC(C)CC3)cc12,1,-8,21,4,5,-3,x,-15,i
COc1ccccc1-c1c(C(F)(F)F)oc2c(CN(C)C)c(O)ccc2c1=O,-1,-1,7,0,0,3,2.2,-4,i
CCCCc1ccc(NC(=O)CSc2nc(=O)n3cc(C)ccc3n2)cc1,-5,14,-3,-3,2,4,-0.2,-4,i
COc1ccc(S(=O)(=O)N2CCCC2CNC(=O)C(=O)NCc2ccccc2)cc1 (centres undefined),-1,-7,13,-5,4,1,3.4,3,i
C=CCN=c1scc(-c2ccc(F)cc2)n1/N=C/c1ccccn1,-2,-2,29,10,-1,1,0.0,26,i
CCOC(=O)c1c(N/C=C(\C#N)c2nc(-c3ccc(OC(C)=O)cc3)cs2)sc2c1CCC2,-8,12,-14,-3,-2,2,2.0,-4,i
O=C(N/N=C/c1ccncc1)c1cccs1,0,5,17,-9,-2,1,x,-5,i
CSc1nnc(C(C)(C)C)c(=O)n1/N=C/c1c(O)ccc2ccccc12,-3,-14,-13,-5,-1,2,-0.5,-3,i
S=c1[nH]c2cc(Cl)c3cccnc3c2o1,6,0,17,-6,4,1,1.0,-5,i
COc1cccc(C(=O)CSc2nnc(CNc3nc(-c4ccccc4)cs3)n2C)c1,1,2,4,3,-6,8,-0.7,9,i
O=C1CCC(C(=O)Nc2cccc(S(=O)(=O)N3CCOCC3)c2)N1 (centres undefined),-3,-1,14,2,2,6,0.4,-6,i
CC[C@@]1(O)C(=O)OCc2c1cc1n(c2=O)Cc2cc3c(CN(C)C)c(O)ccc3nc2-1,-8,142,-24,+,-14,-89,2.1,-82,i
CC1CCC2(CC1)NC(=O)N(CC(=O)Nc1ccc3c(c1)OCCO3)C2=O (centres undefined),-2,-3,-9,4,3,2,1.1,-9,i
CN(C)/C=C/C(=O)c1cnc(-c2cccc(Cl)c2)s1,-2,-4,-1,4,0,-2,1.0,-1,i
O=C(Nc1ccc2ccccc2c1)c1ccccc1Cl,0,-6,22,0,-3,-4,-0.6,5,i

# 6 entries from above, bar-delimited:
Structure | bovine MsrA act | CendR NRP1 mod | SKN-1 inh | eLon inh | Rin1 Abl inh | MT1-MMP act inh | MsrA inh | FAS-TE inh | Neddylation inh
O=C(N/N=C/c1ccncc1)c1cccs1 | 0 | 5 | 17 | -9 | -2 | 1 | x | -5 | i
CSc1nnc(C(C)(C)C)c(=O)n1/N=C/c1c(O)ccc2ccccc12 | -3 | -14 | -13 | -5 | -1 | 2 | -0.5 | -3 | i
S=c1[nH]c2cc(Cl)c3cccnc3c2o1 | 6 | 0 | 17 | -6 | 4 | 1 | 1.0 | -5 | i
COc1cccc(C(=O)CSc2nnc(CNc3nc(-c4ccccc4)cs3)n2C)c1 | 1 | 2 | 4 | 3 | -6 | 8 | -0.7 | 9 | i
O=C1CCC(C(=O)Nc2cccc(S(=O)(=O)N3CCOCC3)c2)N1 (centres undefined) | -3 | -1 | 14 | 2 | 2 | 6 | 0.4 | -6 | i
CC[C@@]1(O)C(=O)OCc2c1cc1n(c2=O)Cc2cc3c(CN(C)C)c(O)ccc3nc2-1 | -8 | 142 | -24 | + | -14 | -89 | 2.1 | -82 | i

# (further entries)
SMILES,bovine MsrA act,CendR NRP1 mod,SKN-1 inh,eLon inh,Rin1 Abl inh,MT1-MMP act inh,MsrA inh,FAS-TE inh,Neddylation inh
CN(CC(=O)Nc1ccc(S(N)(=O)=O)cc1)C1CCCCC1,1,3,9,0,1,0,-1.7,-7,i
CCOC(=O)C1(Cc2ccccc2)CCN(Cc2cccc3c2OCO3)CC1,-3,12,7,5,0,-1,1.4,2,i
CCOc1ccccc1C(=O)NCC(=O)OCCCOC(=O)CNC(=O)c1ccccc1OCC,-4,7,1,12,6,4,-0.5,0,i
OC(CNCc1ccncc1)c1ccccc1 (centres undefined),-3,11,-13,-4,0,2,0.0,-4,i
O=C(COc1ccc(Cl)cc1Cl)N/N=C/CCc1ccccc1,4,10,-10,-9,2,7,0.3,-1,i
CCOc1ccc(S(=O)(=O)N(CC(=O)Nc2cccnc2)c2ccc(F)cc2)cc1,-1,6,1,-6,-4,0,0.7,5,i
COc1ccc(O)c(C(=O)c2cnn(-c3ccccc3)c2)c1,-5,-12,5,-7,3,-2,1.0,2,i
Cc1ccc(C(=O)N/C(=C/c2cccs2)C(=O)NCCCn2ccnc2)cc1,-5,0,5,-6,-3,2,1.0,-4,i
CCc1nc2nc(C)c(NS(=O)(=O)c3ccc(Cl)s3)c(=O)n2[nH]1,-2,-2,3,3,0,3,0.1,-6,i
COc1ccc(-c2nc(CN3CCC(C(=O)N4CCOCC4)CC3)c(C)o2)c(OC)c1,-2,-13,-11,-8,-3,0,0.0,-7,i
O=C1c2cccc3cccc(c23)C(=O)N1OS(=O)(=O)c1ccc(Br)cc1,-4,-3,-5,-1,-2,5,-0.8,40,i
COc1ccc(Cl)cc1NC(=O)CN(C)CC(=O)Nc1c(C)n(C)n(-c2ccccc2)c1=O,-4,10,1,3,1,0,-0.8,1,i
OCC(O)CSc1nc(-c2ccccc2)nc2c1CCC2 (centres undefined),0,4,7,3,0,0,-0.5,-8,i
COCCNC(=S)Nc1ccc2[nH]c(=O)[nH]c2c1,-1,-12,0,-12,-3,6,0.9,-3,i
O=C(COc1ccc(-c2ccccc2)cc1)N/N=C/c1cc(O)ccc1Br,-9,-1,-7,-12,-6,14,0.2,23,i
Cc1cccc(Cn2c(N3CCN(C)CC3)nc3c2c(=O)n(C)c(=O)n3C)c1,-2,8,-22,-1,5,-3,0.3,-1,i
CC1CC(C)CN(Cc2nc3c(c(=O)n(C)c(=O)n3C)n2CCN2CCOCC2)C1 (centres undefined),0,14,10,6,-1,-4,-0.7,3,i
C[C@H](CO)N1C[C@H](C)[C@@H](CN(C)C(=O)c2cccnc2)Oc2ncc(Br)cc2C1=O,-2,6,18,4,3,4,0.3,-7,i
C/C(=N\Nc1ccc(C#N)cc1[N+](=O)[O-])c1ccc(O)cc1,-4,1,9,-1,-3,15,16*,4,i
O=C(C1CC(=O)N(c2ccc(Cl)cc2)C1)N1CCN(Cc2ccc3c(c2)OCO3)CC1 (centres undefined),-5,-6,-1,8,2,3,-1.1,1,i
Cc1c(C(=O)O)[nH]c2c1C(=O)CC(c1ccc(Cl)cc1)C2 (centres undefined),-2,-9,7,-5,2,1,-0.5,-10,i
O=C(COc1ccc(Cl)cc1Cl)NC(=S)Nc1ccc(CN2CCOCC2)cc1,-5,-7,-9,-6,-1,7,-1.1,27,i
COc1ccc(C(=O)N2CCN=C2SC)cc1,2,0,-7,0,-6,5,2.2,-7,i
COc1ccc(CCC(=O)Nc2nc3ccccc3[nH]2)cc1OC,0,6,-19,2,2,-5,0.7,1,i
O=C(NCc1ccc2c(c1)OCO2)C1CCCN1C(=O)Nc1ccccc1 (centres undefined),-2,-13,9,1,-2,-1,0.5,-7,i
COc1cccc(CNC(=O)CN(C)S(=O)(=O)c2ccc3c(c2)c(=O)n(C)c(=O)n3C)c1,1,-2,3,9,1,2,0.1,0,i
CC1(c2ccc(Cl)cc2Cl)NC(=O)N(CC(=O)NC2CCCCC2)C1=O (centres undefined),-2,10,-2,8,0,1,0.5,-3,i
Cc1ccc(Cn2ncc3c(N4CCN(C5CCCC5)CC4)ncnc32)cc1,-2,0,2,-1,-2,-6,-0.5,-6,i
CCOC(=O)C1(C)NC(c2cccc(C)c2)C2C(=O)N(c3ccccc3)C(=O)C21 (centres undefined),-2,-6,12,3,-2,8,-0.5,-4,i
CSc1ccccc1NC(=O)CN(C)C(=O)CNC(=O)c1ccc(Oc2ccccc2)cc1,0,11,2,-11,2,1,-0.5,19,i
COP(=O)(OC)c1nc(-c2cccc3ccccc23)oc1NCc1ccccc1,-3,4,9,4,-1,-4,-0.4,17,x
CC1(C)N=C(N)N=C(N)N1c1cccc(C(=O)O)c1,-2,5,6,-5,0,2,0.5,-10,i
CC(C)CCN1CCN(CC(c2ccccc2)c2ccccc2)CC1CCO (centres undefined),1,-2,1,5,0,-10,0.7,-5,i
c1ccc2c(CSCCc3ccncc3)cccc2c1,-7,-2,-11,3,-1,-13,-0.4,2,i
COc1cccc(-c2cc(C(F)(F)F)nc(N3CCCCC3)n2)c1,3,-4,16,-4,5,-1,0.4,16,i
Cc1ccc(C(=O)NCCNS(=O)(=O)c2ccccc2[N+](=O)[O-])cc1,-1,2,2,3,-3,0,-1.0,-4,i
COc1ccccc1OCCOc1ccc(/C=N/n2cnnc2)cc1,-2,8,-18,-10,1,0,-1.2,-6,i
Cc1ccc(-n2c(C)nnc2SC(C)C(=O)N2CCCC2)cc1 (centres undefined),-5,-1,-5,8,5,1,0.8,-3,i
Nc1cc2c(cc1Br)-c1ccccc1C2=NO,-8,-11,11,10,1,-9,1.5,-4,i
O=C(c1ccc(Cl)cc1)C1CCN(CC(=O)N2CCCCC2)CC1,-4,-12,2,-7,2,-1,-1.8,-5,i

# Marked active in MsrA inh, among the entries above:
SMILES,bovine MsrA act,CendR NRP1 mod,SKN-1 inh,eLon inh,Rin1 Abl inh,MT1-MMP act inh,MsrA inh,Neddylation inh
C/C(=N\Nc1ccc(C#N)cc1[N+](=O)[O-])c1ccc(O)cc1,-4,1,9,-1,-3,15,16*,i

# Next part
SMILES,bovine MsrA act,CendR NRP1 mod,SKN-1 inh,eLon inh,Rin1 Abl inh,MT1-MMP act inh,MsrA inh,FAS-TE inh,Neddylation inh
O=C(NC(=S)Nc1ccc(S(=O)(=O)Nc2ncccn2)cc1)c1cccc(Br)c1,1,4,-6,6,0,-2,1.4,-3,i
CN(Cc1c(F)cccc1Cl)c1nnnn1-c1ccccc1,1,3,10,2,2,-4,-0.5,10,i
CCOCCn1ccc2c(OCC(=O)Nc3ccccc3F)cccc2c1=O,-2,-7,8,-15,0,3,2.2,4,i
COc1ccc(CNC(=O)C2CCCN(S(=O)(=O)c3ccc4c(c3)C(C)(C)C(=O)N4C)C2)cc1 (centres undefined),0,0,1,-11,-1,-3,-0.3,-3,i
COc1ccccc1Nc1nc(-c2ccc([N+](=O)[O-])cc2)nc2ccccc12,-10,2,-11,1,2,4,1.3,21,i
CCCc1cc(C(=O)Nc2nnc(C)s2)cs1,-2,-6,2,-1,0,-5,-0.7,-6,i
COc1ccc(-c2csc(C(C)(O)c3ccncc3)n2)cc1OC (centres undefined),-1,-11,20,-8,0,-3,0.2,-1,i
CN(C)CCCN=c1cc(-c2ccccc2)oc2ccc(Cl)cc12,-9,6,5,-6,4,5,0.2,-6,i
CC(C)c1ccc(NC2CCCN(C(=O)c3cccc4nccnc34)C2)cc1 (centres undefined),-4,4,5,7,2,0,-0.1,-1,i
CN(CCC(=O)Nc1ccc2c(c1)OCO2)Cc1ccccc1,-2,-1,7,-3,1,3,-0.3,-6,i
CC1CN=C(N(C(=S)Nc2ccccc2)c2cccc(C(F)(F)F)c2)S1 (centres undefined),-3,2,24,9,1,3,-0.6,-2,i
CCCCC(NC(=O)COc1cc2c(c3oc(=O)cc(C)c13)CCC(C)(C)O2)C(=O)O (centres undefined),-11,1,-9,9,-2,-1,2.3,-3,x
CC1CCC2(CC1)NC(=O)N(Cc1nnc(-c3cccs3)o1)C2=O (centres undefined),-1,1,4,0,-6,-1,0.3,-5,i
